Screening results: PubChem, National Center for Advancing Translational Sciences (NCATS)
JMJD2A Tudor inh: qHTS Assay for Inhibitors of JMJD2A-Tudor Domain; Lysine-specific demethylase 4A (Homo sapiens), O75164; AlphaScreen JMJD2A-Tudor / H3K4me3 peptide binding; Potency, µM (titrated, usually from 114 µM), without a hit: top-dose activity change, negative = inhibition, most hits filed as inhibitors; 390,000 compounds, 4.4% hits; AID 504339, 2011; also: potency is read from the fitted curve at half-maximal effect; % is scaled to controls: 0 for no effect and ±100 for the full control effect; nearly all actives have a fitted effect of over 50% in size
G9a block: qHTS Assay for Inhibitors of Histone Lysine Methyltransferase G9a; Histone-lysine N-methyltransferase EHMT2 (Homo sapiens), Q96KQ7; G9a H3K9 monomethylation, AlphaScreen, 2 h; Potency, µM (doses to about 102 µM), inactives show at the top dose activity, negative = inhibition, usual class: inhibitors; 350,000 compounds, 8.8% hits; AID 504332, 2011; also: potency is read from the fitted curve at half-maximal effect; % is scaled to controls: 0 for no effect and ±100 for the full control effect; nearly all actives have a fitted effect of over 75% in size
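Step 1: enzyme (final 20 nM) with compound, 15 min RT. Step 2: substrate peptide 500 nM and SAM 20 uM, 2 h RT. Step 3: anti-H3K9me1 antibody and AlphaScreen beads, 10 min, then plate read.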
GLS inhibitor: qHTS for Inhibitors of Glutaminase (GLS) | Potency, µM (top dose mostly 45.5 µM), inactives show top-dose activity change, negative = inhibition, actives largely listed as inhibitors | Glutaminase kidney isoform, mitochondrial (Homo sapiens), O94925 | GLS enzymatic activity, qHTS titration | 410,000 compounds, 0.21% hits; also: potency is read from the fitted curve at half-maximal effect; % is scaled to controls: 0 for no effect and ±100 for the full control effect
Target sequence (O94925 whole entry, looked up, canonical isoform): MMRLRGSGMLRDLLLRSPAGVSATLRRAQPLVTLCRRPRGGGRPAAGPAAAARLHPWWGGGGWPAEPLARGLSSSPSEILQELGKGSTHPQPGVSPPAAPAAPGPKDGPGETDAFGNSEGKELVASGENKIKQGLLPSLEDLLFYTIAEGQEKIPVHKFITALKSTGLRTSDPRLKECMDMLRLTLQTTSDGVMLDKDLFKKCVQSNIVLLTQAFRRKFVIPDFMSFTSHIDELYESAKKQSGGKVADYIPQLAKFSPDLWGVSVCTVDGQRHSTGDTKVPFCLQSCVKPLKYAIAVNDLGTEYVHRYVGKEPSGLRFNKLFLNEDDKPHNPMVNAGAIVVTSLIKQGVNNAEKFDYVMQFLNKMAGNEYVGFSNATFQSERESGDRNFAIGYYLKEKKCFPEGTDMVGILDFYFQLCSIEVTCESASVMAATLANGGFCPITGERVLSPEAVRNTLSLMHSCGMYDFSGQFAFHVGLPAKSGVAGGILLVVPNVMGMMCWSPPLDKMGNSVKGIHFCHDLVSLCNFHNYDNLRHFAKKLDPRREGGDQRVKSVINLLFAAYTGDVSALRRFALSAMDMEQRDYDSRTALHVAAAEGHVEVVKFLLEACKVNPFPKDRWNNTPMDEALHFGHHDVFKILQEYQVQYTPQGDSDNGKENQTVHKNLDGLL
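Enzyme dispensed in phosphate buffer (45 mM, pH 8.2, 0.02% Tween-20), compounds pinned in, then 1 mM L-glutamine solution and the glutamate oxidase–HRP–Amplex Red mix added; fluorescence read immediately and again after 30 min at room temperature.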
PI4K2A block: qHTS for small molecular inhibitors of PI4K2A; Phosphatidylinositol 4-kinase type 2-alpha (Homo sapiens), Q9BTU6; purified PI4K2A, ADP-Glo luminescence, 1 h; hits give low values; activity change, negative = inhibition, % at 76.9 µM; 420,000 compounds, 0.13% hits; AID 1346378, 2018; in the data active = activity change below about -50%; inconclusive = mostly about -30% to -49%;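 also: -100% = wells without enzyme as full effect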
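PI4K2A activity was measured by ADP-Glo luminescence: enzyme (4 ug/mL stock) and phosphatidylinositol (1.2 mM stock) in Tris pH 7.5/MgCl2/EGTA/Triton X-100 buffer were reacted with ATP (300 microM stock) for one hour at ambient temperature.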
BAZ2B inh: qHTS Assay for Inhibitors of BAZ2B. Bromodomain adjacent to zinc finger domain protein 2B (Homo sapiens), Q9UIF8. AlphaScreen BAZ2B-H3K14Ac peptide displacement. Potency, µM (titrated, usually from 114 µM), inactives show at the highest dose activity change, negative = inhibition, actives largely listed as inhibitors. 360,000 compounds, 4.4% hits. AID 504333, 2011; also: potency is read from the fitted curve at half-maximal effect; % is scaled to controls: 0 for no effect and ±100 for the full control effect; nearly all actives have a fitted effect of over 60% in size
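In this displacement format the biotinylated H3(5-23) peptide acetylated at Lys14 serves as ligand at 50 nM, with BAZ2B at 50 nM in PBS pH 7.4 containing 0.01% Tween-20. Donor and acceptor beads are 10 ug/mL final.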
PGK inhibitor: qHTS Assay to Find Inhibitors of Phosphoglycerate Kinase; Potency, µM (top dose mostly 57.5 µM), for the others: top-dose activity change, negative = inhibition, actives largely listed as inhibitors; Phosphoglycerate kinase, glycosomal (Trypanosoma brucei brucei), P07378; PGK/GAPDH coupled, Kinase-Glo luminescence, 60 min; 380,000 compounds, 0.043% hits; also: potency is read from the fitted curve at half-maximal effect; % is scaled to controls: 0 for no effect and ±100 for the full control effect; nearly all actives have a fitted effect of over 60% in size
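Luminescent ATP detection (Kinase-Glo Plus) follows a 60-minute room-temperature incubation, with wells lacking PGK as controls. Buffer: 100 mM TEA (pH 7.6), 5 mM MgCl2, 0.01% Tween-20. Coupling enzyme GAPDH (100 nM final) supplies unstable 1,3-BPG in-well.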
HP1b chromo inh: HTS for Inhibitors of HP1-beta Chromodomain Interactions with Methylated Histone Tails; Potency, µM (doses to about 114 µM), inactives show top-dose activity change, negative = inhibition, hits mostly inhibitors; Chromobox protein homolog 1 (Homo sapiens), P83916; AlphaScreen HP1-beta / biotin-H3K9me3 peptide binding; 390,000 compounds, 0.56% hits; also: potency is read from the fitted curve at half-maximal effect; nearly all actives have a fitted effect of over 70% in size; inactives centre near 23
Target sequence (P83916 whole entry, looked up): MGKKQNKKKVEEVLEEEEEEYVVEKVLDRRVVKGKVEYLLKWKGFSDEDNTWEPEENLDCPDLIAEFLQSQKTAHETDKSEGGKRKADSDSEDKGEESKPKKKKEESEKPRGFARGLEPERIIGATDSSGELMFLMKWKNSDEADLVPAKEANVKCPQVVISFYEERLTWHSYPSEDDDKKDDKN
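Compound inhibition of the preformed complex between 50 nM HP1-beta and 50 nM biotinylated H3K9me3 peptide was read by AlphaScreen. Buffer was PBS pH 7.4 with 0.01% Tween-20. Incubations ran 30 min at room temperature, with 10 ug/mL donor/acceptor beads.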
Pin1 inh: qHTS Assay to Find Inhibitors of Pin1; Peptidyl-prolyl cis-trans isomerase NIMA-interacting 1 (Homo sapiens), Q13526; Pin1 FP peptide displacement, HiFluor488, 10 min; Potency, µM (highest dose often 115 µM), for the others: top-dose activity, negative = inhibition, actives largely listed as inhibitors; 390,000 compounds, 0.009% hits; AID 504891, 2011; active = well fitted inhibition curve with a large enough effect in the polarisation, with a control signal flat, not every such curve was filed as active; inconclusive = small, poorly fitted or top-dose-only effect, or effect the other way, or a change in a side signal; inactive = no such curve, though single readings can be large or run the other way; the % refers to the polarisation; also: potency is read from the fitted curve at half-maximal effect; % is scaled to controls: 0 for no effect and ±100 for the full control effect
Target sequence (Q13526 whole entry, looked up): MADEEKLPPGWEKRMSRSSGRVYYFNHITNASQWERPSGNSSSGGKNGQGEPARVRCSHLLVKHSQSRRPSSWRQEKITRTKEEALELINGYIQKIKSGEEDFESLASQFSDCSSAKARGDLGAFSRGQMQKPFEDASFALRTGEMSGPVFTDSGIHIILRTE
POLH inh: qHTS for Inhibitors of Polymerase Eta; DNA polymerase eta (Homo sapiens), Q9Y253; recombinant Pol eta, fluorescent DNA replication assay; Potency, µM (doses to about 114 µM), for inactives: at the top dose activity change, negative = inhibition, most hits filed as inhibitors; 390,000 compounds, 1.2% hits; also: potency is read from the fitted curve at half-maximal effect; % is scaled to controls: 0 for no effect and ±100 for the full control effect
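Pol eta at 10 nM preincubated with compounds 15 min at room temperature; reaction started with fluorescent substrate (50 nM final) and read kinetically at 0 and 10 min.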
Active calls of the source: *; i = inactive; ? = inconclusive; nt = not tested or not shown; & = joins results of further samples; [ ] = remark or other dose. Unless noted, calls follow the shape of the dose curve; as a rule, active = well fitted curve in the direction sought with a large enough effect; inconclusive = small, poorly fitted or top-dose-only effect, or another doubt; inactive = no such curve, though single readings can be large; an effect the other way counts as inactive or inconclusive. These rows are one share of the data; rates above refer to the full screens.

structure	JMJD2A Tudor inh	PGK inhibitor	BAZ2B inh	G9a block	PI4K2A block	GLS inhibitor	POLH inh	HP1b chromo inh	Pin1 inh
OCC1(Cc2ccccc2)CCN(Cc2ccc(-c3ccco3)cc2)CC1	-35.2%	-2.8%	-34.7%	?	-4.0	2.9%	-1.7%	-20.3%	3.2%
COc1ccc(NC(=O)CSc2nc3ccccc3c(=O)n2CCCO)cn1	-12.1%	-8.4%	18.7%	-6.6%[12.7 µM]	3.9	-1.1%	-14.7%	41.3%[activator]	?
O=C(CNC(=O)c1cccc(Cl)c1)N/N=C/C=C/c1ccccc1	-13.4%	7.2%	4.6%	2.8%[59 µM]	5.2	0.4%	-8.2%	20.9%	-0.6%
CC(=O)Nc1ccc(NC(=O)COC(=O)CCCc2c[nH]c3ccccc23)cc1	-24.8%	-6.4%	-35.2%	4.5%[59 µM]	2.9	0.7%	6.1%	-8.2%	-4.6%
O=C(NCc1cccs1)C1CCN(S(=O)(=O)N2CCCC2)CC1	-4.1%	-14.0%	-5.8%	24.2%[0.501 µM]	-2.6	-1.8%	-9.8%	5.6%	-10.1%
Cc1ccc(N2CCN(C(=O)c3cc4cc5ccc(C)cc5nc4s3)CC2C)cc1 (centres undefined)	-7.5%	i	-18.8%	4.1%[59 µM]	-1.6	1.7%	-19.1%	28.4%	-5.1%
O=C(CC(C(=O)O)c1ccc(Cl)cc1)c1ccccc1 (centres undefined)	-9.7%	i	-3.5%	-32.8%	3.7	-7.9%	-2.2%	31.9%	0.8%
CCC1Nc2ncnc(N3CCCCC3)c2N(Cc2ccc(C)cc2)C1=O (centres undefined)	?	-5.7%	nt	nt	-1.0&0.7	6.1%&-4.8%	-18.1%	26.9%	0.5%
COc1ccc2c(c1)OC(=O)CC2c1ccccc1OC (centres undefined)	-5.0%	-5.0%	nt	28.8%	0.8	5.5%	-17.3%	33.0%[activator]	-9.6%
c1ccc(CN=C2Nc3ccccc3CS2)nc1	-32.4%	-12.1%	?	25.8%	-4.0	4.7%	-13.9%	-9.2%	1.5%
O=C(CN1CCN(S(=O)(=O)c2ccccc2)CC1)NC(=O)NC1CCCCC1	-16.4%	i	7.0%	?	-0.5	8.5%	6.9%	34.6%	0.4%
C=CCNC(=S)NNC(=O)c1cc(-c2cccnc2)nc2ccccc12	-26.9%	-11.1%	-12.4%	?	1.0	22.9%	7.1%	43.9%[activator]	5.0%
O=C(N/N=C/c1cn(-c2ccccc2)nc1-c1cccnc1)c1ccccc1	-26.4%	-7.6%	-17.2%	-2.5%	2.8	1.8%	-8.5%	9.1%	3.2%
O=[N+]([O-])c1ccc(N(c2ccccc2)c2ccccc2)cc1	125.7%[activator]	-0.8%	33.4%[activator]	nt	-2.0	3.5%	-0.9%	177.5%[activator]	?
O=C1S/C(=C/c2ccc(N3CCOCC3)o2)C(=O)N1Cc1ccc(F)cc1	89.1µM*	-2.8%	-33.0%	7.94µM*	3.3	-27.1%	6.3%	19.4%	?
COc1ccc(-c2csc(Nc3ccc(S(N)(=O)=O)cc3)n2)cc1	-18.9%	0.6%	50.1µM*	-8.5%[2.33 µM]	-3.6	nt	-6.2%	-28.2%	?
Nc1nonc1-n1nnc(C(=O)N/N=C/c2ccc(OCc3ccc(F)cc3)cc2)c1COc1ccccc1	-20.5%	-0.5%	0.5%	19.5%[12.7 µM]	-3.4	-2.4%	-0.3%	nt	1.0%
O=C(NCc1cccc(Cl)c1)c1oc(=O)c2ccccc2c1-c1ccccc1	-12.8%	0.2%	-6.3%	-1.2%[59 µM]	-0.4	5.6%	-7.2%	17.8%	0.5%
CCCCN(C(=O)c1cc(S(=O)(=O)N2CCOCC2)ccc1N1CCOCC1)c1ccccc1	nt	2.6%	nt	nt	0.9	0.6%	-1.3%	nt	nt
O=C(c1ccc(-c2ccccc2)cc1)C1CCCN(C(=O)c2cncs2)C1 (centres undefined)	-19.3%	-3.9%	-15.7%	-6.3%	-5.3	-1.1%	-7.7%	-6.6%	8.8%

Next records:
structure	JMJD2A Tudor inh	PGK inhibitor	BAZ2B inh	G9a block	PI4K2A block	GLS inhibitor	POLH inh	HP1b chromo inh	Pin1 inh
COc1cc(/C=C(\C#N)C(=O)Nc2ccccc2F)ccc1OCCN1CCOCC1	-13.9%	i	-9.2%	nt	-0.8	0.0%	-8.2%	5.0%	4.1%
CC(OC(=O)/C=C/c1ccco1)C(=O)Nc1cccc([N+](=O)[O-])c1 (centres undefined)	-28.9%	-4.4%	?	?	2.0	-8.1%	-21.3%	?	0.0%
COc1ccc(S(=O)(=O)N(CCc2ccccc2)CC(=O)NCc2ccccc2)cc1	-2.0%	-1.0%	1.8%	36.2%[59 µM]	-0.8	-5.3%	-19.1%	42.1%[activator]	16.2%
COc1cccc(/C=C/c2nc(S(=O)(=O)c3ccccc3)c(N3CCC(C(N)=O)CC3)o2)c1	nt	3.0%	nt	nt	-3.8	1.8%	-19.5%	nt	nt
COc1cc(C[C@@H](C)[C@@H](C)Cc2ccc(O)c(OC)c2)ccc1O	?	5.9%	nt	nt	-6.2	16.4%	-10.6%	15.3%	?
CCN(CC)S(=O)(=O)c1ccc(C(=O)Nc2ccc(C(F)(F)F)n(C)c2=O)cc1	-17.2%	i	-36.8%	5.4%	-2.9	-8.3%	-11.9%	9.0%	-6.5%
O=C(Oc1ccccc1OC(=O)N1CCOCC1)N1CCOCC1	4.3%	-10.3%	-19.9%	10.4%	-2.0	8.5%	7.4%	33.9%[activator]	-7.0%
O=C(/C=N/O)Nc1ccccc1	-7.3%	-2.3%	9.6%	nt	-6.2	35.1%[activator]	-15.7%	15.3%	5.1%
C[C@@H](OC(=O)c1[nH]cnc1C(=O)N1CCc2ccccc2C1)c1ccccc1	-20.7%	-8.6%	nt	nt	-1.2	5.8%	-12.1%	40.0%[activator]	-1.9%
O=C(/C=C/c1ccc(Br)o1)NCc1ccccc1	?	-1.8%	?	nt	-22.5	-17.5%	-7.7%	11.8%	?
O=C(Nc1cccc(F)c1)/C(=C\c1cccnc1)NC(=O)c1ccco1	2.0%	4.3%	-9.0%	-2.3%	3.4	1.7%	-11.8%	33.4%[activator]	3.1%
CCN1CCN(C(c2ccccc2Cl)c2c(O)cc(C)n(CCOC)c2=O)CC1 (centres undefined)	-0.6%	-13.0%	3.5%	?	0.3	17.5%	-16.7%	52.1%[activator][57 µM]	-5.9%
CCCCNCCOc1ccccc1-c1ccccc1	3.55µM*	-6.8%	?	?	0.7	2.6%	-11.0%	?	-7.1%
COC(=O)c1ccccc1C(=O)N1CCCC(CCC(=O)NCc2ccc(F)c(F)c2)C1 (centres undefined)	-3.5%	i	-26.4%	5.62µM*	1.6	-2.7%	-2.2%	48.8%[activator]	2.7%
O=[N+]([O-])c1ccc(N=Cc2ccc(Br)c([N+](=O)[O-])c2)cc1	-21.3%	-1.4%	-2.8%	1.9%[59 µM]	16.6	7.5%	2.0%	7.3%	-4.6%
Cc1ccc(NC(=O)CN2C(=O)NC3(CCCC3)C2=O)cc1S(=O)(=O)N1CCCCC1	-20.0%	11.4%	-1.3%	-4.7%[12.7 µM]	0.4	10.1%	-4.9%	15.1%	-0.3%
CC(=O)Nc1ccc(S(=O)(=O)N(CC(=O)Nc2cc(C)on2)Cc2ccc(F)cc2)cc1	-23.5%	-4.0%	-10.7%	-2.7%	2.1	0.6%	-10.1%	19.2%	-1.6%
O=C(CN1C(=O)CCC1=O)NC(=O)NC1CCCC1	-1.0%	-9.0%	-3.1%	nt	-0.2	-13.2%	-8.6%	10.6%	-2.1%
CC(OC(=O)c1cccc(S(=O)(=O)N2CCCC2)c1)C(=O)NC1CCCCC1C (centres undefined)	-18.4%	-9.3%	9.5%	?	-3.7	-0.9%	-7.6%	-3.6%	2.6%
C=CCNC(=S)N/N=C(\C)c1cccnc1	-11.2%	-3.8%	-38.4%	-5.4%	2.0	-4.1%	-12.6%	37.3%	14.3%
Cc1ccc(S(=O)(=O)NCC(=O)OCc2cc(=O)oc3c(C)c(C)ccc23)cc1C	-23.3%	i	8.7%	-0.6%[2.33 µM]	3.0	7.7%	-10.5%	0.0%	?
Cc1cccc(CCN(C(=O)c2csnn2)C(C(=O)NC2CCCC2)c2ccco2)c1 (centres undefined)	-25.5%	-2.2%	-10.0%	-4.7%	-1.0	4.6%	-16.4%	-1.3%	4.6%
